High-throughput results deposited in PubChem BioAssay by Broad Institute.
TcdB GH inh = TcdB glycohydrolase inhibition; P18177; TcdB glycohydrolase enzymatic assay, plate reader; inhibition, % at 9.99 µM; actives 0.24% (n = 350,000); AID 652162; in the data active = inhibition above about 10%
Numbers without * were called inactive; & = joins results of further samples. Not all compounds are listed, so the mix of outcomes need not match the whole.

| molecule | TcdB GH inh |
| --- | --- |
| C[C@@H]1CN([C@H](C)CO)C(=O)c2cccc(N(C)C)c2O[C@@H]1CN(C)Cc1ccc(C(=O)Nc2ccccc2N)cc1 | -3.8 |
| CO[C@@H]1CN(C)C(=O)c2ccc(NC(C)=O)cc2OC[C@@H](C)N(Cc2cc(F)ccc2F)C[C@H]1C | -0.6 |
| CCNC(=O)[C@@H]1[C@@H](CO)[C@@H]2Cn3c(ccc(-c4cccc(F)c4)c3=O)[C@@H]2N1Cc1nccs1 | 0.5 |
| O=C(Cc1ccccn1)N1CC(=O)N2[C@@H](CO)[C@@H](c3ccc(-c4ccc(F)cc4)cc3)[C@@H]2C1 | 0.6 |
| C[C@@H]1CN([C@@H](C)CO)C(=O)c2cc(NC(=O)c3ccncc3)ccc2O[C@@H]1CN(C)C(=O)Nc1cccc2ccccc12 | 0.3 |
| O=C(C[C@H]1C=C[C@H](NC(=O)C2CCC2)[C@@H](CO)O1)NCC1CC1 | 1.1 |
| CNC[C@@H]1Oc2c(NC(=O)C3CCOCC3)cccc2C(=O)N([C@H](C)CO)C[C@H]1C | 1.3 |
| O=C(C[C@H]1C[C@@H]2c3cc(NS(=O)(=O)c4ccc(F)cc4)ccc3O[C@@H]2[C@H](CO)O1)NCCN1CCCCC1 | -1.3 |
| COc1ccc(S(=O)(=O)N(C)C[C@@H]2Oc3cc(C#CC4CCCCC4)ccc3S(=O)(=O)N([C@@H](C)CO)C[C@H]2C)cc1 | -0.3 |
| C[C@H]1CN([C@@H](C)CO)C(=O)c2ccccc2-c2ccccc2CO[C@H]1CN(C)C(=O)[C@H]1CCCN1C | -1.9 |
| COCc1cn(CC[C@H]2CC[C@@H](NC(=O)c3ccc(F)cc3)[C@H](CO)O2)nn1 | 0.8 |
| C[C@H](CO)N1C[C@H](C)[C@@H](CN(C)C(=O)Nc2cccc3ccccc23)OCCCC[C@H](C)Oc2ccc(NC(=O)c3ccccc3)cc2C1=O | -0.6 |
| CCCC#Cc1ccc([C@@H]2[C@H](CO)N3C(=O)CN(C(=O)c4ccc(F)cc4)C[C@@H]23)cc1 | -0.5 |
| NC(=O)[C@H]1[C@@H]2C(=O)O[C@@H](c3ccccc3)[C@@H](c3ccccc3)N2[C@@H](c2ccc(O)cc2)[C@]12C(=O)Nc1ccc(C#CC3(O)CCCCCC3)cc12 | 1.9 |
| Cc1noc(C)c1NC(=O)N(C)C[C@@H]1OCCCC[C@H](C)Oc2ccc(NC(=O)C3CCCCC3)cc2C(=O)N([C@H](C)CO)C[C@@H]1C | -0.2 |
| C[C@@H]1CN([C@H](C)CO)C(=O)Cc2cc(NC(=O)Cc3cn(C)c4ccccc34)ccc2O[C@@H]1CN(C)Cc1ccncc1 | 0.5 |
| CS(=O)(=O)N1[C@@H]2c3ccc(C4=CCCC4)c(=O)n3C[C@@H]2[C@@H](CO)[C@@H]1C(=O)NCCc1ccncc1 | -0.6 |
| CO[C@@H]1CN(C)C(=O)c2cc(NC(=O)C3CCC3)ccc2OC[C@H](C)N(CC2CCCCC2)C[C@@H]1C | -0.4 |
| CCC(=O)N[C@@H]1CC[C@H](CC(=O)NCCN2CCCCC2)O[C@H]1CO | -0.1 |
| C[C@@H]1CN([C@H](C)CO)C(=O)c2cc(C#CC(C)(C)O)cnc2O[C@H]1CN(C)C(=O)C1CC1 | 0.2 |
| CCC(=O)N1[C@H](CNC(=O)COC)[C@H](c2ccc(-c3ccccc3)cc2)[C@@H]1CO | 0.5 |
| C[C@@H]1CN([C@H](C)CO)C(=O)c2cc(-c3cccc(F)c3)cnc2O[C@H]1CN(C)Cc1ccccn1 | -1.0 |
| CCC(=O)N(C)C[C@H]1Oc2cc(C#C[C@H](C)O)ccc2S(=O)(=O)N([C@H](C)CO)C[C@@H]1C | 1.1 |
| CCCNC(=O)N[C@@H]1CC[C@@H](CC(=O)N2CCN(C)CC2)O[C@H]1CO | -1.1 |

Quoted at random: 7 compounds from above
| molecule | TcdB GH inh |
| --- | --- |
| CO[C@@H]1CN(C)C(=O)c2cc(NC(=O)C3CCC3)ccc2OC[C@H](C)N(CC2CCCCC2)C[C@@H]1C | -0.4 |
| C[C@@H]1CN([C@H](C)CO)C(=O)Cc2cc(NC(=O)Cc3cn(C)c4ccccc34)ccc2O[C@@H]1CN(C)Cc1ccncc1 | 0.5 |
| NC(=O)[C@H]1[C@@H]2C(=O)O[C@@H](c3ccccc3)[C@@H](c3ccccc3)N2[C@@H](c2ccc(O)cc2)[C@]12C(=O)Nc1ccc(C#CC3(O)CCCCCC3)cc12 | 1.9 |
| Cc1noc(C)c1NC(=O)N(C)C[C@@H]1OCCCC[C@H](C)Oc2ccc(NC(=O)C3CCCCC3)cc2C(=O)N([C@H](C)CO)C[C@@H]1C | -0.2 |
| CCCC#Cc1ccc([C@@H]2[C@H](CO)N3C(=O)CN(C(=O)c4ccc(F)cc4)C[C@@H]23)cc1 | -0.5 |
| CCCNC(=O)N[C@@H]1CC[C@@H](CC(=O)N2CCN(C)CC2)O[C@H]1CO | -1.1 |
| CCC(=O)N(C)C[C@H]1Oc2cc(C#C[C@H](C)O)ccc2S(=O)(=O)N([C@H](C)CO)C[C@@H]1C | 1.1 |

Later entries:
| molecule | TcdB GH inh |
| --- | --- |
| CCC(=O)N(C)C[C@@H]1Oc2cc(C3=CCCC3)ccc2S(=O)(=O)N([C@H](C)CO)C[C@H]1C | -0.4 |
| C[C@H]1CN([C@@H](C)CO)S(=O)(=O)c2ccc(C3=CCCC3)cc2O[C@@H]1CN(C)C(=O)CN(C)C | 1.0 |
| COc1cccc(C#Cc2cnc3c(c2)C(=O)N([C@H](C)CO)C[C@@H](C)[C@H](CN(C)C(=O)C2CC2)O3)c1 | 0.6 |
| O=C(c1cccnc1)N1CC2(C1)[C@H](c1ccccc1)[C@@H](CO)N2Cc1ccc(Cl)cc1 | -0.6 |
| C[C@@H]1CCCCO[C@H](CN(C)S(C)(=O)=O)[C@@H](C)CN([C@H](C)CO)C(=O)c2cc(NC(=O)C3CCCCC3)ccc2O1 | -1.1 |
| CO[C@@H]1CN(C)C(=O)c2ccc(NS(=O)(=O)c3ccccc3C)cc2OC[C@@H](C)NC[C@H]1C | -0.2 |
| CC(=O)N1[C@@H]2Cn3c(ccc(C4=CCCCC4)c3=O)[C@H]1[C@@H](C(=O)NCc1cc(F)cc(F)c1)[C@@H]2CO | -0.1 |
| C[C@H](NC(=O)C[C@@H]1C=C[C@@H](NC(=O)Nc2ccc3c(c2)OCO3)[C@@H](CO)O1)c1ccccc1 | -0.3 |
| C[C@@H]1CN([C@H](C)CO)C(=O)CCCn2cc(nn2)CO[C@H]1CN(C)Cc1ccc(Cl)c(Cl)c1 | 1.5 |
| C[C@@H]1CN([C@@H](C)CO)C(=O)c2cc(NC(=O)CCC(F)(F)F)ccc2O[C@H]1CN(C)Cc1ccc2c(c1)OCO2 | 0.5 |
| Cc1noc(C)c1NC(=O)Nc1ccc2c(c1)C(=O)N([C@H](C)CO)C[C@@H](C)[C@@H](CN(C)S(=O)(=O)c1ccc(Cl)cc1)OCCCC[C@H](C)O2 | -5.9 |
| C[C@H]1CN([C@@H](C)CO)C(=O)c2cccc(NS(=O)(=O)c3ccccc3)c2O[C@@H]1CN(C)S(=O)(=O)c1cn(C)cn1 | 0.2 |
| N#Cc1ccc(-c2ccc3c(c2)[C@@H]2[C@@H](CCN2C(=O)c2ccccc2F)[C@H](CO)N3)cc1 | 1.0 |
| CO[C@@H]1CN(C)C(=O)c2cc(NC(=O)Cc3ccccc3)ccc2OC[C@H](C)N(CC2CC2)C[C@@H]1C | -0.7 |
| C[C@H](CO)N1C[C@H](C)[C@H](CN(C)C(=O)Nc2ccc3c(c2)OCCO3)OCc2cn(nn2)CCCC1=O | -0.3 |
| CN1c2ccc(-c3ccccc3F)cc2[C@@H]2[C@@H](CCN2C(=O)CN2CCOCC2)[C@H]1CO | -1.2 |
| COc1ccccc1-c1ccc2c(c1)[C@@H]1[C@@H](CCN1C(=O)C1CCOCC1)[C@H](CO)N2 | 4.3 |
| C[C@@H]1CCCCO[C@@H](CN(C)C(=O)Nc2ccc3c(c2)OCO3)[C@H](C)CN([C@@H](C)CO)C(=O)c2cc(NC(=O)Nc3cccc4ccccc34)ccc2O1 | -1.2 |
| C[C@@H]1CN([C@@H](C)CO)C(=O)Cc2cc(NC(=O)c3ccncc3)ccc2O[C@@H]1CN(C)C | 0.5 |
| COc1ccc(S(=O)(=O)Nc2ccc3c(c2)C(=O)N([C@@H](C)CO)C[C@H](C)[C@H](CN(C)Cc2ccc(C(=O)O)cc2)O3)cc1 | -1.2 |
| C[C@@H]1CCCCO[C@H](CN(C)C(=O)CCC(F)(F)F)[C@H](C)CN([C@H](C)CO)C(=O)c2cc(NC(=O)CCC(F)(F)F)ccc2O1 | 1.3 |
| COCC#Cc1ccc([C@H]2[C@H](CO)N3CCCCN(C(=O)Nc4cc(F)ccc4F)C[C@@H]23)cc1 | -0.8 |
| C[C@@H]1CN([C@@H](C)CO)C(=O)c2cc(NC(=O)Cc3cn(C)c4ccccc34)ccc2O[C@@H]1CN(C)CC1CCCCC1 | 0.0 |
| C[C@@H]1CCCCO[C@@H](CN(C)S(=O)(=O)c2ccccc2)[C@@H](C)CN([C@H](C)CO)C(=O)c2cc(NC(=O)CCC(F)(F)F)ccc2O1 | 0.1 |
| CNC(=O)C[C@@H]1CC[C@H]2[C@@H](COc3ccc(NS(=O)(=O)c4ccccc4C)cc3C(=O)N2C)O1 | 8.0 |
| O=C(C[C@H]1C[C@@H]2c3cc(NC(=O)C4CCOCC4)ccc3O[C@@H]2[C@H](CO)O1)NCCN1CCCCC1 | -12.9 |
| CCC(=O)Nc1ccc2c(c1)C(=O)N(C)[C@H]1CC[C@H](CC(=O)NCc3ccc(OC)cc3)O[C@@H]1CO2 | -0.6 |
| Cc1ccc(S(=O)(=O)NCC[C@@H]2CC[C@@H](NC(=O)c3ccccn3)[C@@H](CO)O2)cc1 | -0.9 |
| COc1ccc(CNC(=O)C[C@@H]2CC[C@@H]3[C@H](COc4ccc(NC(=O)C5CC5)cc4C(=O)N3C)O2)cc1 | -0.1 |
| CCN1[C@@H]2Cn3c(ccc(-c4ccc(OC)cc4)c3=O)[C@H]1[C@@H](C(=O)OC)[C@@H]2CO | -2.2 |
| O=C(c1cnccn1)N1CC[C@H]2[C@H](CO)Nc3ccc(-c4ccccc4)cc3[C@H]21 | 3.5 |
| O=C(CN1CCOCC1)N[C@H]1CC[C@H](CCn2cc(C3CCCC3)nn2)O[C@@H]1CO | -0.7 |
| Cc1noc(C)c1NC(=O)NCC[C@@H]1CC[C@H](NC(=O)c2ccncc2)[C@H](CO)O1 | -1.3 |
| CO[C@H]1CN(C)C(=O)c2cc(NC(=O)CC(F)(F)F)ccc2OC[C@@H](C)N(CC2CC2)C[C@@H]1C | 1.7 |
| COCC#Cc1ccc2c(c1)O[C@@H](CN(C)S(=O)(=O)c1ccc(F)cc1)[C@H](C)CN([C@@H](C)CO)S2(=O)=O | 0.6 |
| COc1ccc(CN(C)C[C@H]2OCc3cn(nn3)CCCC(=O)N([C@@H](C)CO)C[C@@H]2C)cc1 | 0.2 |
| CN(C)CC#Cc1ccc([C@H]2[C@@H](CO)N3CCCCN(S(=O)(=O)c4ccccc4)C[C@@H]23)cc1 | -1.1 |
| O=C(N[C@@H]1CC[C@@H](CCn2cc(Cc3ccccc3)nn2)O[C@H]1CO)c1cnccn1 | -0.5 |
| COc1ccccc1NC(=O)N(C)C[C@H]1Oc2ncc(C#CCC(C)C)cc2C(=O)N([C@H](C)CO)C[C@H]1C | 2.6 |
| Cc1ccc(S(=O)(=O)Nc2ccc3c(c2)CC(=O)N([C@H](C)CO)C[C@H](C)[C@H](CN(C)C(=O)NC(C)C)O3)cc1 | -5.3 |
| C[C@@H]1CN([C@H](C)CO)C(=O)c2cccc(NC(=O)c3nc4ccccc4s3)c2O[C@H]1CN(C)S(=O)(=O)c1cccs1 | -0.5 |
| CN(C[C@@H]1N[C@H](CO)[C@H]1c1ccccc1)C(=O)c1ccccn1 | 0.6 |
| Cn1cnc(S(=O)(=O)N2C[C@H](O)COC[C@@H]3O[C@H](CC(=O)NC4CCCC4)CC[C@H]32)c1 | -18.2 |
| O=C(Nc1cccc(F)c1)N1CC(=O)N2[C@H](CO)[C@@H](c3ccc(-c4ccccc4F)cc3)[C@@H]2C1 | -0.1 |
| COCC#Cc1cnc2c(c1)C(=O)N([C@H](C)CO)C[C@@H](C)[C@H](CN(C)C(=O)C1CCC1)O2 | 0.8 |
| CN(C)CC(=O)Nc1ccc2c(c1)[C@@H]1C[C@@H](CC(=O)NCc3cccnc3)O[C@H](CO)[C@@H]1O2 | 0.2 |
| CCC(=O)N(CC)C[C@@H]1[C@@H](c2ccc(-c3ccccc3)cc2)[C@H](CO)N1C(C)=O | -1.2 |
| CN1CCN(C(=O)C[C@H]2C[C@H]3c4cc(NC(=O)Nc5ccc(C(F)(F)F)cc5)ccc4O[C@H]3[C@@H](CO)O2)CC1 | 1.1 |
| Cc1cccc(CN(C)C[C@@H]2Oc3ncc(-c4cccc(C(F)(F)F)c4)cc3C(=O)N([C@H](C)CO)C[C@@H]2C)c1 | 1.0 |
| C[C@H]1CN([C@@H](C)CO)C(=O)c2cc(C3=CCCC3)cnc2O[C@H]1CN(C)Cc1ccc(F)cc1 | -4.7 |
| O=C(O)[C@@H]1[C@@H](CO)[C@@H]2Cn3c(ccc(-c4cccc(F)c4)c3=O)[C@H]1N2CCc1ccccc1 | -0.7 |
| COc1ccc(CN2[C@@H](CO)[C@@H]3c4ccccc4N(C(=O)c4ccccc4)C[C@@H]32)cc1 | 1.2 |
| C/C=C/c1ccc(C2[C@@H]3CN(C(=O)c4ccc5c(c4)OCO5)C[C@H]2N3)cc1 (some centres undefined) | -0.8&-0.8 |
| COCC(=O)N1CC2(C1)CN(Cc1cccc(Cl)c1)[C@H](CO)c1[nH]c3cc(OC)ccc3c12 | 0.1 |
| O=C(C[C@H]1C[C@@H]2c3cc(NC(=O)C4CCC4)ccc3O[C@@H]2[C@@H](CO)O1)NCCc1ccccc1 | -0.6 |
| COc1ccc(CN(C)C[C@@H]2OCCCC[C@@H](C)Oc3ccc(NC(=O)Nc4ccc(F)cc4)cc3C(=O)N([C@H](C)CO)C[C@@H]2C)cc1 | 0.7 |
| CO[C@@H](C(=O)N(C)C[C@H]1OCc2ccccc2-c2ccccc2C(=O)N([C@H](C)CO)C[C@@H]1C)c1ccccc1 | -1.1 |
